UGM FP inh = Mtb UDP-galactopyranose mutase inhibition | purified UGM, fluorescence polarization probe displacement | actives 0.06% (n = 320,000) | P9WIQ1 | AID 504406 | inhibition, % at 10 µM; in the data active = inhibition above about 10%, passing the limit was not always enough; inconclusive = no clear call, values can overlap the other calls
BioA inh = inhibitors of Mycobacterium tuberculosis BioA enzyme. inhibition, % at 9.99 µM. actives 0.096% (n = 360,000). purified M. tuberculosis BioA enzyme, plate reader; in the data active = inhibition above about 40%; inconclusive = no clear call, values can overlap the other calls
CCHFV vOTU inh = blocks the CCHF virus ovarian tumor domain protease; inhibition, % at 11.5 µM; actives 0.55% (n = 370,000); CCHFV vOTU protease, Pep-AMC fluorescence; AID 651958; note: 0% = vehicle wells with enzyme and 100% = no enzyme wells
GDH-TPI inh = GDH-TPI coupled enzyme inhibition counter-screen. actives 1.2% (n = 360,000). inhibition, % at 4.8 µM. GDH-TPI coupled enzyme counterscreen, NADH absorbance;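 note: 0% = DMSO wells and 100% = wells lacking the enzyme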
Rv3671c protease = inhibitors of M. tuberculosis serine protease Rv3671c; P9WHR9; AID 2606; actives 0.048% (n = 320,000); inhibition, % at 5.96 µM; in the data active = inhibition above about 38%;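 note: extracellular domain of Rv3671c used as enzyme; 0% = enzyme with DMSO and 100% = no enzyme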
Target sequence (P9WHR9 whole entry, looked up, the tested form may be a part): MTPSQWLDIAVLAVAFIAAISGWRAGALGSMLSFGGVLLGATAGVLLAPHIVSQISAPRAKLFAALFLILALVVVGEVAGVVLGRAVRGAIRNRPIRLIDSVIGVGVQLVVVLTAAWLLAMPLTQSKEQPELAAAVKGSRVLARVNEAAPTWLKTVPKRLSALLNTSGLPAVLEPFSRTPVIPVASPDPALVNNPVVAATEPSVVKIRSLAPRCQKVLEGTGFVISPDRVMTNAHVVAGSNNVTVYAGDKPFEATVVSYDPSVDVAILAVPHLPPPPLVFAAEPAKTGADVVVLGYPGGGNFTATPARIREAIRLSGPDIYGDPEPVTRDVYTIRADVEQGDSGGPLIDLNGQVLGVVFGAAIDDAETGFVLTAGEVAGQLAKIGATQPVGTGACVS
MazEF act = increases E. coli MazEF RNase cleavage of RNA; actives 0.32% (n = 350,000); FAM/BHQ RNA-DNA oligo cleavage fluorescence, 5 h; activation, % at 20 µM; P0AE70; in the data active = activation above about 50%
VHR inh abs = DUSP3 (human) phosphatase inhibition; recombinant VHR phosphatase, pNPP absorbance; P51452; actives 0.52% (n = 290,000); inhibition, % at 13.3 µM; in the data active = inhibition above about 50%; note: some compounds called inactive have numbers as strong as hits
Target sequence (P51452 whole entry, looked up): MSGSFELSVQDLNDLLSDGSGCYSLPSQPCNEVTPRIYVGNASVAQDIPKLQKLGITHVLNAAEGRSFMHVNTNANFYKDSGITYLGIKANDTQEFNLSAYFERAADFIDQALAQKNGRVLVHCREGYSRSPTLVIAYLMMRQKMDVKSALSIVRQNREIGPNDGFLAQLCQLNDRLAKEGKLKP
FadD28 binding = inhibitors of Mycobacterium tuberculosis FadD28 bisubstrate binding; actives 0.22% (n = 360,000); AID 588549; FadD28 bisubstrate probe binding, fluorescence polarization; inhibition, % at 12.5 µM; in the data active = inhibition above about 8.5%, passing the limit was not always enough; inconclusive = no clear call, values can overlap the other calls
BoNT-F LC inh = inhibitors of Botulinum neurotoxin F light chain protease | actives 0.22% (n = 360,000) | Multiplex microsphere protease cleavage assay, flow cytometry | AID 588497 | inhibition, % at 10 µM; in the data active = inhibition above about 35%, passing the limit was not always enough; inconclusive = no clear call, values can overlap the other calls; note: plate controls were buffer without enzyme for full effect and enzyme alone for no effect
FBA Mtb inh = inhibits M. tuberculosis FBA enzyme; P9WQA3; purified M. tuberculosis FBA, fluorescence read-out; AID 588726; actives 2.3% (n = 360,000); inhibition, % at 1 µM; in the data active = inhibition above about 27%;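 note: 0% = vehicle and 100% = reference inhibitor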
Target sequence (P9WQA3 whole entry, looked up): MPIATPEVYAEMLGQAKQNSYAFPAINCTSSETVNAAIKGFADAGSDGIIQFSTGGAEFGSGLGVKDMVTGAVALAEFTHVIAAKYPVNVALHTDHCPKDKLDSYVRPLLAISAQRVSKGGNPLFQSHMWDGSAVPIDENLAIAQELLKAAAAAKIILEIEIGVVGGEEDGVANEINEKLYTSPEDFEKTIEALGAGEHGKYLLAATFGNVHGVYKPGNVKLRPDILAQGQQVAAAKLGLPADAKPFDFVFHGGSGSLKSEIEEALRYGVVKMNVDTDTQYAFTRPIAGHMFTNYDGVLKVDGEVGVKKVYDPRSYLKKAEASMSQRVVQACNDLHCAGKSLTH
Numbers without * were called inactive; ? = inconclusive; . = not tested or not shown; & = joins results of further samples. Cut-off read from the data, not from the text of the source, unless noted: active = inhibition above about 30%; inactive = the rest.

SMILES | UGM FP inh | BioA inh | CCHFV vOTU inh | GDH-TPI inh | Rv3671c protease | MazEF act | VHR inh abs | FadD28 binding | BoNT-F LC inh | FBA Mtb inh
CCOc1ccc(CCNC(=O)c2ccc(S(=O)(=O)N3CCCC3)cc2)cc1OCC | 2.0 | 0.2 | 3 | 1 | -2 | -2 | . | -0.9 | 17 | 1
Cc1ccc(C(C(=O)NC2CCCC2)N(Cc2ccc(F)cc2)C(=O)c2snc(C(N)=O)c2N)o1 (stereo not given) | 2.7 | -0.6 | 8 | 1 | -7 | -6 | 65 | -5.2 | -16 | 3
Cc1cc2c3c([nH]c2cc1S(=O)(=O)N1CCC2(CC1)OCCO2)CCCC3=O | -0.3 | 0.3 | 9 | 3 | -4 | 2 | 6 | -1.3 | -1 | -1
Cc1nc(C)n(CC(=O)N2CCCC(C(=O)c3ccc(Cl)cc3C)C2)n1 (stereo not given) | 0.6 | . | 17 | 2 | 0 | -8 | 18 | 0.8 | -3 | 0
Cn1c2c(c(=O)n(C)c1=O)C(NS(=O)(=O)c1ccc(Cl)cc1)(C(F)(F)F)C(=O)N2 (stereo not given) | 0.3 | -0.4 | -3 | 15 | -3 | 5 | 25 | -0.5 | -14 | 4
CCOC(=O)c1c(NC(=O)CSc2nnc(CNc3ccc(F)cc3)o2)sc(C(C)=O)c1C | -0.6 | . | -8 | 7 | 5 | 1 | 20 | -2.7 | -1 | 3
COc1ccc(S(=O)(=O)CCC(=O)NCc2ccc(C)o2)cc1 | 4.3 | -8.4 | -3 | 6 | -3 | 7 | 17 | -0.6 | 1 | 1
COc1ccc(/C=C/C(=O)N2CCN(c3ccccn3)CC2)cc1OC | -4.4 | -0.5 | -9 | 39* | -1 | 6 | 4 | -7.3 | -1 | -3
Cc1cccc(N2CCN(C(=O)CC(NC(=O)c3ccccc3Cl)c3ccccc3)CC2)c1C (stereo not given) | 0.1 | -0.6 | -2 | 2 | -3 | -6 | 5 | -4.0 | 1 | 0
O=C(Nc1nnc(SCc2ccc(Cl)cc2)s1)C1CCCO1 (stereo not given) | -2.0 | . | . | 14 | 6 | 0 | 6 | 1.8 | 3 | -1
Cc1cc(C)nc(N2CCC(C(=O)NCc3ccccc3)CC2)n1 | 0.4 | . | 7 | -12 | 6 | 11 | 0 | -3.1 | 5 | 4
COCCNC(=O)CSc1c2c(nc3ccc(Cl)cc13)CCCC2 | 0.3 | . | -2 | 5 | -13 | 0 | 8 | -2.9 | -5 | -2
O=C(COC(=O)/C=C/c1ccccc1Cl)NC1CC1 | . | -1.3 | -6 | 4 | . | 11 | . | -4.5 | 0 | -1
O=C(/C=C/c1cc([N+](=O)[O-])ccc1OC(F)F)Nc1ccc(OC(F)F)cc1 | 0.5 | . | 6 | 17 | -2 | 12 | 17 | -2.5 | 2 | 2
Cc1cc(C(=O)CN2C(=O)C(=O)N(Cc3ccccc3)C2=O)c(C)n1Cc1ccc(F)cc1 | -0.9 | . | 4 | -2 | -3 | -5 | . | -3.6 | 0 | -2
Cc1oc(C(C)(C)C)cc1C(=O)Nc1ccc(C(=O)O)cc1 | 2.5 | 0.4 | -2 | 0 | -5 | -2 | 6 | 1.3 | -2 | 3
Clc1ccc(-c2noc(CCCc3ccccc3)n2)cc1 | -4.2 | . | 2 | 2 | -4 | -11 | 16 | -1.7 | -4 | 0
Cc1ccc(C)c(OCCn2nnc3ccccc32)c1 | -0.6 | -1.0 | -2 | -5 | -4 | 5 | -12 | -3.0 | -14 | -1
CCOC(=O)c1sc(=S)n(Cc2ccccc2)c1N | -1.0 | 0.3 | 22 | 20 | 2 | -5 | 12 | -1.0 | -13 | -2
O=C1C[C@H](NC(=O)OCc2ccccc2)CO1 | 1.5 | -1.1 | -6 | -9 | 5 | 8 | . | -1.3 | 1 | -1
CN(CC(=O)Nc1ccc(F)cc1)C(=O)c1ccc(-c2ccc(F)cc2)o1 | . | -3.6 | -2 | 10 | . | 11 | . | 0.2 | 0 | 3
CCOc1ccc2[nH]c(=O)c(CN(Cc3ccccc3OC)C(=O)c3ccccc3)cc2c1 | 3.6 | -0.3 | -5 | 20 | -5 | 9 | 0 | 1.0 | 14 | 4
COc1ccc(C(=O)Nc2ccc(-c3nnn(CC(=O)N4CCN(C(=O)c5ccco5)CC4)n3)cc2)cc1 | -0.3 | . | 2 | 10 | -25 | 6 | 22 | -1.9 | 1 | -2
Cc1ccc(CCNC(=O)NC(C)(C)C)cc1 | 0.7 | -0.6 | 5 | 0 | 5 | 6 | 3 | -4.0 | ? | 3
Cc1ccc(N=C2SC(C(=O)NCCc3ccccc3)CC(=O)N2C)cc1C (stereo not given) | -0.6 | . | 1 | -7 | 10 | 4 | 9 | -15 | -2 | -5

Following part.
SMILES | UGM FP inh | BioA inh | CCHFV vOTU inh | GDH-TPI inh | Rv3671c protease | MazEF act | VHR inh abs | FadD28 binding | BoNT-F LC inh | FBA Mtb inh
COc1ccc(CNC(=O)COC(=O)/C=C/c2cccc(Br)c2)cc1OC | -2.2 | -1.9 | 7 | -6 | 2 | -1 | 17 | -4.0 | 0 | 0
Cc1ccc(-n2c(CNc3cccc(Cl)c3)n[nH]c2=S)cc1 | -1.1 | . | 2 | 2 | 8 | -3 | 3 | -1.2 | -2 | 4
CCC(C)(C)n1nnnc1CN(Cc1cc2cc(OC)c(OC)cc2[nH]c1=O)C1CCCC1 | 0.9 | 7.0 | -17 | 19 | -2 | 6 | -10 | -0.9 | -1 | 18
CN1C(=O)C2(c3ccccc31)N(C)CC(c1ccccn1)C21SC(=S)N(Cc2ccco2)C1=O (stereo not given) | -2.7 | 0.5 | -8 | -7 | -5 | 2 | 28 | -2.4 | 9 | 0
CC1Cc2ccccc2N1C(=O)CN1CCN(Cc2ccccc2)CC1 (stereo not given) | -0.6 | 0.0 | 4 | -4 | 0 | 8 | 7 | . | -30 | -1
Cc1cc(CNC(=O)COC(=O)Cn2[nH]c(=O)c3ccccc3c2=O)cc(C)c1O | -1.8 | 1.0 | -4 | 9 | 5 | 7 | . | -1.5 | -2 | 6
CCOC(=O)c1ccccc1NC(=O)COc1coc(CN2CCc3ccccc32)cc1=O | -0.6 | 0.4 | 9 | 2 | -3 | 3 | . | -4.1 | 4 | -2
NC(=O)C1(N2CCCCC2)CCN(c2ccc3nnc(-c4ccccc4)n3n2)CC1 | 5.3 | -0.4 | -3 | 22 | 0 | 14 | 44 | -1.6 | -13 | 4
O=C(COC(=O)CN1C(=O)NC2(CCCC2)C1=O)Nc1c(Cl)cccc1C(F)(F)F | 4.9 | 2.5 | -9 | -6 | -5 | 4 | . | -3.8 | . | -4
COc1ccc(CCNC(=O)CCS(=O)(=O)c2ccc3c(c2)NC(=O)C(C)S3)cc1OC (stereo not given) | 0.0 | 8.0 | -8 | 3 | -12 | 8 | -12 | 0.7 | 14 | 3
CN1CCN(C(=S)c2cn(Cc3ccc(Br)cc3)c3ccccc23)CC1 | 2.7 | . | -1 | 5 | 0 | -7 | 33 | -2.1 | -2 | -2
O=C(CSc1nnc(-c2ccncc2)n1Cc1ccco1)OC1CCCCC1 | -1.0 | -1.2 | . | -4 | 2 | -3 | 20 | -3.2 | -4 | 4
CCOC(=O)c1[nH]c(CSc2nnnn2-c2ccccc2C)c(C(=O)OCC)c1C | -0.2 | -3.2 | 27 | 6 | -11 | -7 | 7 | -0.2 | -61 | 0
FC(F)(F)COc1ccc(-c2nnc(SCc3c(Cl)cccc3Cl)o2)cn1 | 0.9 | . | -16 | -8 | 5 | -10 | 3 | -2.1 | 5 | 1
C[C@H]1CN([C@@H](C)CO)C(=O)CCCn2nncc2CO[C@H]1CN(C)S(=O)(=O)c1ccccc1F | . | -3.5&-2.0&-0.7 | 0 | -2 | . | 5 | . | -2.4 | 0 | -1
O=S(=O)(c1ccccc1F)N1CCC(Oc2ccc(-n3cnnn3)cc2)CC1 | -1.4 | 1.9 | 6 | -3 | -7 | 4 | 13 | -1.9 | 7 | -2
O=C(c1ccco1)N1CCN(C2CC(=O)N(c3ccccc3)C2=O)CC1 (stereo not given) | 0.9 | -1.1 | -2 | -2 | 5 | -1 | 29 | -0.8 | -10 | 1
COc1ccc(OC(=O)c2ccncc2)cc1 | 2.8 | -1.5 | -3 | 6 | -4 | -4 | 34 | -0.2 | 8 | -1
COc1ccc2c(CC(=O)NNC(=O)c3cccs3)coc2c1 | . | -0.1 | 15 | 2 | . | 4 | . | -1.0 | -3 | -1
CCCC1(c2ccccc2)NC(=O)NC1=O (stereo not given) | -1.1 | -2.3 | -4 | -3 | 5 | 4 | 21 | -1.8 | -2 | 0
O=C(Nc1cc([N+](=O)[O-])ccc1Cl)C1CC1 | 1.6 | -0.1 | -8 | -10 | -5 | -5 | 10 | -3.4 | -1 | -1
CC(=O)CSc1nnc(-c2ccco2)n1-c1ccccc1 | -3.9 | 2.6 | -14 | -8 | 7 | 6 | 17 | 0.5 | -27 | -2
CCOC(=O)Cc1ccc(Nc2nc3cc(-c4sccc4C)sc3c(=O)n2C)cc1 | . | -0.1 | -9 | 19 | . | . | . | -1.1 | -3 | 6
N#Cc1c(NCCN)nc(-c2ccccc2)c2c1CCCC2 | 1.4 | 1.0 | 5 | 2 | 2 | 18 | 16 | -4.0 | 0 | 9
CC(=O)N(C)c1ccc(NC(=O)Nc2ccccc2C)cc1 | 0.9 | -0.8 | -3 | 7 | 2 | -2 | 8 | 0.2 | -3 | 0
Oc1ccc2ccccc2c1/C=N/c1nc2c(s1)CCCC2 | -1.4 | -0.9 | -7 | -3 | -7 | -6 | -2 | -1.1 | -4 | -2
COc1ccc(/C=C/C(=O)O)cc1S(=O)(=O)N1CCc2ccccc21 | 0.8 | -1.6 | -5 | -2 | . | 2 | 2 | -2.6 | -24 | 0
O=C(NC1CCCCCC1)c1ccc(CS(=O)Cc2cccc(Cl)c2)o1 (stereo not given) | 0.8 | 3.3 | 9 | -4 | 3 | 9 | 2 | -1.7 | 0 | -6
COc1ccc(N(CC(=O)N/N=C/c2ccc(-c3ccc([N+](=O)[O-])cc3)o2)S(=O)(=O)c2ccc(C)cc2)cc1 | 14* | -3.9 | -17 | -3 | 1 | -9 | 42 | -3.1 | 17 | 1
COC(=O)c1ccc(C2C(C(=O)OCC(C)C)=C(C)N=C3SCCC(=O)N32)cc1 (stereo not given) | 0.5 | -1.2 | 7 | 10 | -7 | -3 | 22 | 0.3 | -1 | 0

Rewritten comma-delimited: part of the list above.
SMILES,UGM FP inh,BioA inh,CCHFV vOTU inh,GDH-TPI inh,Rv3671c protease,MazEF act,VHR inh abs,FadD28 binding,BoNT-F LC inh,FBA Mtb inh
CCOc1ccc2[nH]c(=O)c(CN(Cc3ccccc3OC)C(=O)c3ccccc3)cc2c1,3.6,-0.3,-5,20,-5,9,0,1.0,14,4
O=C(Nc1cc([N+](=O)[O-])ccc1Cl)C1CC1,1.6,-0.1,-8,-10,-5,-5,10,-3.4,-1,-1
Cc1cc(C(=O)CN2C(=O)C(=O)N(Cc3ccccc3)C2=O)c(C)n1Cc1ccc(F)cc1,-0.9,.,4,-2,-3,-5,.,-3.6,0,-2
Cc1cc2c3c([nH]c2cc1S(=O)(=O)N1CCC2(CC1)OCCO2)CCCC3=O,-0.3,0.3,9,3,-4,2,6,-1.3,-1,-1
O=C(/C=C/c1cc([N+](=O)[O-])ccc1OC(F)F)Nc1ccc(OC(F)F)cc1,0.5,.,6,17,-2,12,17,-2.5,2,2
NC(=O)C1(N2CCCCC2)CCN(c2ccc3nnc(-c4ccccc4)n3n2)CC1,5.3,-0.4,-3,22,0,14,44,-1.6,-13,4
